# KLF5 inhibitor – inhibitors of KLF5 expression; DLD-1 KLF5 promoter-luciferase reporter, luminescence; inhibition, % at 5 µM; 0.23% of 290,000 active; AID 1700;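 active = inhibition above a per-plate limit of that plate's mean compound inhibition plus 3 SD, cut at about 60% in these data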;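 note: 0% = DMSO wells and 100% = LY294002 at 200 µM; higher means less KLF5 promoter-driven luciferase light; inactives centre near -14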
# IEC-6 tox – kills IEC-6 intestinal cells in KLF5 counter-screen. 0.78% of 290,000 active. IEC-6 cytotoxicity, luminescence viability. inhibition, % at 5 µM. AID 1825; in the data active = inhibition above about 22%;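 note: 0% = plate median of test compound wells and 100% = cytotoxic reference compound wells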
# HIF activator – HIF pathway transcriptional activation; U2OS HRE-luciferase reporter, luminescence; normalized: DMSO 0%, desferrioxamine 100%; activation, % at 7.5 µM (by protocol); 0.32% of 300,000 active;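 active = mean activation of at least 10% of the iron chelator positive control signal, with at least half of replicates also reaching 10%; inconclusive = mean and replicate majority disagree about reaching 10%; inactive = mean and most replicates under 10%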
# aSyn 5UTR inh – MLPCN primary screen, SNCA 5' untranslated region; alpha-synuclein 5'UTR reporter, inhibitor activity; inhibition, % (tested at 7.5 µM); 0.82% of 300,000 active; in the data active = inhibition above about 60%; inconclusive = no clear call, values can overlap the other calls;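 note: H4 neuroglioblastoma cells stably carrying SNCA 5'UTR luciferase fusion; 0% = DMSO wells and 100% = positive control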
# HSF-1 act – increases HSF-1 driven luciferase reporter signal; activation, % at 9 µM; NIH3T3-HGL HSF-1 luciferase reporter, MG132, 8 h; 100% = twice DMSO control signal; 1.7% of 300,000 active;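 active = mean replicate activation of at least 50% with a set share of replicates each reaching 50%; inconclusive = only one of those two conditions met; inactive = mean below 50% and too few replicates reaching it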;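 note: 0% = median of the neutral control wells and 100% = twice that signal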
# HDAC3 inhib – blocks human histone deacetylase 3; O15379; recombinant HDAC3, fluorogenic peptide/trypsin coupled, fluorescence; inhibition, % at 8.3 µM; 0.15% of 320,000 active; in the data active = inhibition above about 26%, passing the limit was not always enough; inconclusive = no clear call, values can overlap the other calls
# Target sequence (O15379 whole entry, looked up): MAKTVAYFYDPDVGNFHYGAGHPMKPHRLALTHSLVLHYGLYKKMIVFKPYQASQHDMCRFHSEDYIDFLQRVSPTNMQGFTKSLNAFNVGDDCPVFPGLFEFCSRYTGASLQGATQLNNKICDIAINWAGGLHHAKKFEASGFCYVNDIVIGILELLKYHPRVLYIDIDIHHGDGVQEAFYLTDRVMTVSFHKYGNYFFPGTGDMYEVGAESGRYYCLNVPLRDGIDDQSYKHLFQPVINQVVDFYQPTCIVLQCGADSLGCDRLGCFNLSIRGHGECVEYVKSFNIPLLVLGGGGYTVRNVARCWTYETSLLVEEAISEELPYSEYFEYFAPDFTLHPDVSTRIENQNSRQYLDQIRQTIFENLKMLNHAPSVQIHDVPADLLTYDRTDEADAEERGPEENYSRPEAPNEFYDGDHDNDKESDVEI
# AI-2 QS modul – modulates the Vibrio harveyi AI-2 quorum sensing system | Vibrio harveyi JMH597 AI-2 luminescence/OD600 ratio, 9 h; hits give low values; strain lacks LuxN and CqsS sensors; 0 = neutral-control median | activity change, % at 7.5 µM | 0.4% of 300,000 active | AID 2094; in the data active = activity change below about -75%, passing the limit was not always enough; inconclusive = no clear call, values can overlap the other calls;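 note: luminescence divided by OD600 gain over 9 h not by final OD600 alone; inactives centre near 13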
# Platelet DG rel – platelet dense granule release activity; inhibition, %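 (compounds screened at 7.5 µM in platelet-rich plasma)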; 0.22% of 300,000 active; human platelet-rich plasma, SFLLRN dense granule ATP release, luminescence;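 active = mean replicate score, as percent of positive control, at or above 50; inconclusive = mean below 50 but at least one replicate at or above 50; inactive = mean and every replicate below 50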
# HSF1 inhib – HSF1 inhibition. AID 2098. 0.77% of 300,000 active. NIH3T3-HGL HSE-luciferase, MG132-induced, luminescence 8 h; hits give low values. activity change, negative = inhibition, % at 7.5 µM (by protocol);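 active = more than half of replicate wells show activity change below -50%, luminescence cut by over half; inconclusive = some wells, but at most half, below -50%; inactive = no replicate well below -50%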;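 note: luciferase reports HSF-1 transcriptional activity via heat shock element; 0% = median of DMSO wells and -100% = zero luminescence signal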
# HSP90 inh – inhibitors of HSP90 luciferase refolding in rabbit reticulocyte lysate. inhibition, % at 5.6 µM. luciferase refolding luminescence, 3 h. 0.91% of 290,000 active;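 active = inhibition above the screen-wide mean plus 3 SD, computed separately per campaign, cut at about 16% in these data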;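 note: 0% = DMSO wells and 100% = 60 µM geldanamycin wells; inhibitors lower the luminescence because luciferase stays unfolded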
# * marks the source's active call; other numbers are inactive results; ? = inconclusive; . = not tested or not shown.
# The line under a structure holds: KLF5 inhibitor, IEC-6 tox, HIF activator, aSyn 5UTR inh, HSF-1 act, HDAC3 inhib, AI-2 QS modul, Platelet DG rel, HSF1 inhib, HSP90 inh
- CCOC(=O)c1c(CNc2ccncc2)n(C)c2cc(Br)c(O)cc12
→ -16, -4, -0.2, -62, 2, 0, 14, -5, -7, 0
- CCCN(CCC)c1nc(N(CCC)CCC)[nH]c(=O)n1
→ -25, 1, -0.3, 11, 2, -11, 25, 1, 7, -1
- CCn1c(/N=C/c2ccccc2O)nc2ccccc21
→ -27, -2, -0.4, 4, -15, -3, 10, 10, -6, 1
- CCOc1ccc(N(Cc2cc3cc(C)ccc3[nH]c2=O)S(=O)(=O)c2ccccc2)cc1
→ -36, -5, 0.8, 10, 4, -2, 17, 8, -1, 2
- COc1ccc(OC)c(CCNC(=O)C(C)n2nc(C)c3c(C)n(-c4ccccc4)nc3c2=O)c1 (stereo not drawn)
→ -15, 4, 0.0, -12, 4, 0, -2, -7, -1, 2
- NC(=O)C1(N2CCCCC2)CCN(c2nc(-c3ccccc3)cs2)CC1
→ -17, -6, 0.0, 1, 24, 0, 9, 0, 3, 2
- COC(=O)c1ccc(C23CC4(C2)[C@H](CN(C)[C@@H]4c2ccccc2)C3c2ccccc2)cc1 (stereo partly drawn)
→ ., ., -0.2, -11, 9, 5, -14, -3, -4, .
- COc1ccc(-c2csc(NC(=O)C3CCCCN3S(=O)(=O)c3ccccc3)n2)cc1 (stereo not drawn)
→ -17, -2, 1.8, -13, 6, 0, 6, -9, -1, 2
- O=C(NC1CCc2ccccc21)c1cc(COc2ccc(F)cc2Cl)on1 (stereo not drawn)
→ -19, -4, 0.1, 6, -4, 5, 22, 10, -6, 0
- Cc1nc(-c2ccc(Br)cc2)ccc1C(=O)O
→ -13, -7, 0.8, -12, -11, 1, 27, 2, -4, 1
- N#Cc1c(NC(=O)CSc2ccccn2)oc(-c2ccccc2)c1-c1ccccc1
→ -3, 0, -0.1, 21, -10, ., 19, 2, -4, 4
- N#Cc1c(NC(=O)CSc2nnc(-c3ccncc3)n2CC2CCCO2)sc2c1CCCC2 (stereo not drawn)
→ -11, 2, -0.2, 7, -19, 4, -5, 3, -4, 1
- COc1ccc(C(=O)NCCN2CCCC2)cc1[N+](=O)[O-]
→ -10, 2, 0.7, -7, -22, -2, 14, -1, 1, 0
- CCOC(=O)c1c(C)[nH]c(C)c1S(=O)(=O)NCC1CCN(Cc2cccc(Cl)c2)CC1
→ 0, 8, ., 16, 2, 2, 2, 4, -2, 1
- CC(Sc1ccccc1)C(=O)N1CCN(S(=O)(=O)c2ccccc2C(F)(F)F)CC1 (stereo not drawn)
→ 5, -4, -0.2, -7, 2, -2, 23, 2, -1, -3
- CC1CCCC(C)N1S(=O)(=O)c1ccc(NC(=O)CCn2cnc3ccccc3c2=O)cc1 (stereo not drawn)
→ -32, 1, -0.5, 31, 15, 5, 11, -5, 4, 4
- Cn1cc(S(=O)(=O)NC2CCCC2)c(=O)n(C)c1=O
→ ., ., -0.6, 6, -21, -2, 35, -17, 2, .
- COc1cc(CNCc2ccccn2)ccc1OCc1ccc(Cl)cc1
→ -12, -4, 3.1, -66, 48, 0, 18, 21, 18, 1
- CS(=O)(=O)Nc1cccc(C2=NN(C(=O)c3ccccc3Cl)C(c3ccccc3O)C2)c1 (stereo not drawn)
→ -26, 0, -0.1, 17, 23, 6, 45, -1, -1, 4
- COc1ccc(O)c(C(c2c(C)[nH][nH]c2=O)c2c(C)[nH][nH]c2=O)c1
→ -54, 2, -0.8, -8, 1, 5, 9, -1, 3, 9
- Cc1ccc(C)c(NC(=O)CCc2nnc3ccc(NCc4ccco4)nn23)c1
→ -3, -5, -0.5, -2, -73, 14, 32, 3, -66*, -1
- CCOC(=O)c1cccc(NC(=O)c2c(N)n(C)c(=O)[nH]c2=O)c1
→ ., ., 0.0, 3, 2, 8, 8, -1, 0, .
- COc1ccc(CNC(=O)Cn2cc(C(F)(F)F)ccc2=O)cc1
→ 0, 3, 0.8, 24, -24, -6, 10, -11, -11, -1
- CCc1ccccc1NC(=O)CSc1nc2n[nH]c(C)c2c(=N)n1-c1cccc(OC)c1
→ 6, 4, -0.8, 17, 7, -4, 16, -13, 8, 2
- C=CCn1c(=S)[nH]c2sc3c(c2c1=O)CCC3
→ -48, -6, 0.2, -27, 12, ., 32, 0, 6, -1
- CCCCN(C)C(=O)Cn1nc(Cc2ccncc2)c2ccccc2c1=O
→ -11, 1, -6.3, 4, -4, -2, 4, 12, -4, 0
- Nc1nn(-c2cccc(F)n2)cc1-c1ccc(Cl)cc1
→ -51, 9, 0.6, -61, 85*, ., -3, 10, 32, 3
- Cc1noc(C)c1S(=O)(=O)N1CCC(C(=O)Nc2ccccn2)CC1
→ -16, 2, -0.3, 10, 0, 1, 8, 3, 1, 4
- COc1ccccc1NC(=O)Cc1noc(CSc2cc(C)c3ccccc3n2)n1
→ -19, 0, 0.0, 5, 12, 6, 9, 3, 4, 1
- Cc1[nH]n(-c2ccccc2)c(=O)c1N=Nc1ccccc1O
→ 8, 0, 4.9, ?, 38, ., 89, 6, 1, 0

# Rewritten with bars between the fields: 3 of the compounds above.
Compound | KLF5 inhibitor | IEC-6 tox | HIF activator | aSyn 5UTR inh | HSF-1 act | HDAC3 inhib | AI-2 QS modul | Platelet DG rel | HSF1 inhib | HSP90 inh
CCc1ccccc1NC(=O)CSc1nc2n[nH]c(C)c2c(=N)n1-c1cccc(OC)c1 | 6 | 4 | -0.8 | 17 | 7 | -4 | 16 | -13 | 8 | 2
C=CCn1c(=S)[nH]c2sc3c(c2c1=O)CCC3 | -48 | -6 | 0.2 | -27 | 12 | . | 32 | 0 | 6 | -1
CCCCN(C)C(=O)Cn1nc(Cc2ccncc2)c2ccccc2c1=O | -11 | 1 | -6.3 | 4 | -4 | -2 | 4 | 12 | -4 | 0

# Further records
# The line under a structure holds: KLF5 inhibitor, IEC-6 tox, HIF activator, aSyn 5UTR inh, HSF-1 act, HDAC3 inhib, AI-2 QS modul, Platelet DG rel, HSF1 inhib, HSP90 inh
- CCOC(=O)C1CCN(C(=O)c2cc3c(C)cc(C)cc3[nH]2)CC1
→ -62, 2, -0.6, 13, 16, 1, 4, -3, 5, -5
- CC(C)C(=O)N1CCN(c2ccccc2N)CC1
→ 1, 1, 0.1, -21, -8, 0, 29, 4, -4, -1
- Cc1ccccc1-c1nc(CS(=O)(=O)CC(=O)N2CCc3ccccc32)c(C)o1
→ 10, -1, 0.2, 6, 0, -2, 23, 58*, -2, 5
- Cn1ncc([N+](=O)[O-])c1C(=O)Nc1cccc2ccccc12
→ -7, 0, -0.1, 12, -2, 1, 14, 1, -6, 1
- O=C(COc1ccccc1[N+](=O)[O-])Nc1cccc(S(=O)(=O)NC2=NCCCCC2)c1
→ ., ., 0.3, 20, 3, 4, 35, -6, -1, .
- CCOc1ccc(NC(C)=O)cc1[N+](=O)[O-]
→ -14, 4, -0.4, 30, -5, 8, 17, 13, 1, 2
- COc1ccc(OC)c(-n2nnnc2SCC(=O)Nc2ccccc2OC)c1
→ 0, 7, -0.3, 3, 18, -2, 7, 6, 1, 4
- CCOC(=O)Cc1csc(NC(=O)c2cccc(Cl)c2)n1
→ ., ., 0.9, -50, 32, 1, -7, -4, 4, .
- CCCn1c(-c2cccc(F)c2)nc2c1c(=O)[nH]c(=O)n2Cc1ccccc1
→ -19, -5, 0.2, 25, 5, -4, 41, -9, -6, 3
- Cc1c(NC(=O)Cn2ccc([N+](=O)[O-])n2)c(=O)n(-c2ccccc2)n1C
→ 17, 6, -0.4, 7, -14, 1, 23, 6, -1, 2
- COc1ccc(OCC(=O)NN2Cc3ccccc3C2=N)cc1
→ -57, -3, 0.1, -9, -3, 0, 14, -2, -2, -4
- O=S(=O)(Nc1ccc2c(c1)CCC2)c1cccs1
→ -13, 1, 0.4, -49, -10, 1, 35, -16, -1, 2
- Cc1ccccc1NC(=O)Cn1nc(-c2ccccc2)nc1-c1ccccc1
→ -8, -5, 0.2, -18, -2, 0, 27, 3, -3, -2
- c1ccc(-n2ncc3c(NCc4ccco4)ncnc32)cc1
→ -124, 12, 9.5*, -252, 20, 1, 22, -5, 11, -3
- O=C(NCc1ccc(F)cc1)C(c1ccco1)N(C(=O)c1csnn1)C1CC1 (stereo not drawn)
→ -11, -4, 1.6, 9, 14, 7, ., -3, 8, 2
- COC(=O)c1cc(NC(=O)CC2Oc3ccccc3NC2=O)cc(C(=O)OC)c1 (stereo not drawn)
→ 6, 2, 0.8, 5, 1, 1, 25, 12, 5, -4
- COc1ccc(C(=O)CN2C(=O)NC3(CCCCC3)C2=O)cc1OC
→ -14, 0, -0.2, 13, -13, 6, 5, -2, -3, 3
- Cc1cccc(NC(=O)C2CCCN(c3nc(C)cc(C)n3)C2)c1 (stereo not drawn)
→ 2, -6, -0.2, 15, 6, -4, 15, -1, 1, 2
- Cc1ccc(C(=O)NCC(=O)NCCCc2ccccc2)cc1
→ -24, 0, -12, -3, -1, 1, 14, 0, -6, -1
- Cc1nc(Sc2nnnn2C)c2c3c(sc2n1)CCC3
→ 4, 1, ., ., ., -10, ., ., ., 3
- COCCn1c(C)cc(C(=O)CSc2nncn2-c2ccccc2)c1C
→ 4, -3, 0.0, -2, 5, 6, 0, 2, 11, 0
- COC(=O)C1C(O)=C(C=Nc2ccccc2)C(=O)CC1(C)C (stereo not drawn)
→ -7, 5, -1.2, 15, 9, 8, -3, -4, 4, -2
- CCOc1ccc(-n2ccnc2SCC(=O)Nc2cc(C)on2)cc1
→ -3, -11, 0.1, 1, 0, -13, 21, -1, -2, -2
- O=C1O/C(=C/c2ccccc2)N=C1c1ccccc1
→ -8, -9, -0.6, -25, 4, 5, 6, -1, 7, -7
- Cc1ccc(S(=O)(=O)N(C)Cc2ccc(-c3nnc4n3CCC4)cc2)cc1
→ -15, -6, -5.5, -5, 7, 0, 16, -5, 0, -2
- COc1ccc2nc3oc(C(=O)NCc4cccs4)cc3cc2c1
→ 1, 2, 0.2, -16, 16, -23, -1, ., -1, 1

# Molecules listed so far that have a thiophene ring, fused or not:
# The line under a structure holds: KLF5 inhibitor, IEC-6 tox, HIF activator, aSyn 5UTR inh, HSF-1 act, HDAC3 inhib, AI-2 QS modul, Platelet DG rel, HSF1 inhib, HSP90 inh
- N#Cc1c(NC(=O)CSc2nnc(-c3ccncc3)n2CC2CCCO2)sc2c1CCCC2 (stereo not drawn)
→ -11, 2, -0.2, 7, -19, 4, -5, 3, -4, 1
- C=CCn1c(=S)[nH]c2sc3c(c2c1=O)CCC3
→ -48, -6, 0.2, -27, 12, ., 32, 0, 6, -1
- O=S(=O)(Nc1ccc2c(c1)CCC2)c1cccs1
→ -13, 1, 0.4, -49, -10, 1, 35, -16, -1, 2
- Cc1nc(Sc2nnnn2C)c2c3c(sc2n1)CCC3
→ 4, 1, ., ., ., -10, ., ., ., 3
- COc1ccc2nc3oc(C(=O)NCc4cccs4)cc3cc2c1
→ 1, 2, 0.2, -16, 16, -23, -1, ., -1, 1

# This is a random part of the collection, and some 5% of all compounds hit somewhere here.
